GLA spleen mod: inhibits or activates alpha-galactosidase in human spleen homogenate. P06280. human spleen homogenate, 4MU-alpha-Gal fluorescence, 40 min. Potency, µM (highest dose often 80 µM), for the others: at the top dose activity change, negative = inhibition, actives largely listed as inhibitors. 240,000 tested, 0.008% active. AID 2107;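 note: 0% = enzyme with vehicle and -100% = no enzyme basal signal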
Target sequence (P06280 32-429 limits assumed): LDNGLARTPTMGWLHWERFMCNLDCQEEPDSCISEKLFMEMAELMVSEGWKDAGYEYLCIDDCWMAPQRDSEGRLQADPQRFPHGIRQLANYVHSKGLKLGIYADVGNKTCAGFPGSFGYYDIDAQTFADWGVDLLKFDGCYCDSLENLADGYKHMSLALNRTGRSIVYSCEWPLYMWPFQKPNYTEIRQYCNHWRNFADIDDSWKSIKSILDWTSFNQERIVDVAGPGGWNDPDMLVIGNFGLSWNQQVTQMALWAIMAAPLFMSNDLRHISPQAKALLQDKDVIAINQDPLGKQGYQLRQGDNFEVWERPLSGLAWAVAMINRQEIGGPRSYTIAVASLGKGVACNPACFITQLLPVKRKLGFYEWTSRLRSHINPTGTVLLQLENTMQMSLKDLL
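Spleen homogenate 1 ug + cpd (titration) + 4-MU-alpha-D-galactopyranoside 1 mM; 37C 40 min; 50 mM citrate/phosphate pH 5.0, 0.01% Tween-20; stop pH 10; fluorescence 365/440; AC50 via Hill.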
Epigenetic reg: derepresses silenced GFP reporter in murine cells; murine LDR cells, GFP reporter derepression, 30 h; Potency, µM (titrated, usually from 53.9 µM), for inactives: at the top dose GFP activation, hits mostly activators; 280,000 tested, 0.2% active; note: % of control where 0% means no effect; nearly all actives have a fitted effect of over 60% in size
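Readout is the number of GFP-expressing murine LDR cells, counted by cytometry following washing. Cells were treated with compound for 30 h at 37 C; the stably integrated CMV-GFP locus is normally silent.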
GAA inhib: blocks human lysosomal alpha-glucosidase; P10253; purified human GAA, 4-MU-alpha-glucoside fluorescence; Potency, µM (top dose mostly 76.9 µM), without a hit: top-dose activity change, negative = inhibition, usual class: inhibitors; 200,000 tested, 0.005% active;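 note: plate controls were uninhibited enzyme wells for no effect and no-enzyme background for full effect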
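Compounds are titrated up to 77 uM against 4 nM human enzyme. Substrate 4-methylumbelliferyl-alpha-D-pyranoside (400 uM) reacts 20 min at room temperature in pH 5.0 buffer; liberated 4-methylumbelliferone is read at 440 nm.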
ALDH1A1 block: ALDH1A1 (human) enzyme inhibition. P00352. Purified ALDH1A1, NADH fluorescence, propionaldehyde substrate. Potency, µM (highest dose often 75.3 µM), for the others: at the highest dose activity, negative = inhibition, actives largely listed as inhibitors. 220,000 tested, 7.3% active. AID 1030; active = well fitted inhibition curve with a large enough effect, not every such curve was filed as active; inconclusive = small, poorly fitted or top-dose-only effect, or another doubt; inactive = no such curve, though single readings can be large or run the other way;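 note: plate controls were no enzyme wells and a reference inhibitor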
Tau fluor counter: counter-screen for tau fibril formation inhibitors; AID 1463; Potency, µM (highest dose often 57.7 µM), inactives show at the highest dose activity change, negative = decrease; 280,000 tested, 0.93% active; tau K18 P301L (four-repeat tau fragment) Alexa594 fluorescence, heparin fibrillization; note: % is set by controls: 0 for no effect and ±100 for the full control effect; nearly all actives have a fitted effect of over 55% in size
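Human K18 P301L tau (15 uM unlabeled plus 0.24 uM Alexa 594-labeled, final) in 100 mM sodium acetate pH 7 was mixed with compound and 20 uM heparin and incubated 6 hr at 37 C.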
NPSR antagonist: blocks cAMP signaling of the human neuropeptide S receptor. Q6W5P4. CHO-NPSR cells, cAMP TR-FRET, antagonist mode. Potency, µM (top dose mostly 38.3 µM), for inactives: top-dose activity change, negative = inhibition, usual class: inhibitors. 220,000 tested, 1% active; note: % is set by controls: 0 for no effect and ±100 for the full control effect; nearly all actives have a fitted effect of over 50% in size; many of its hits are not listed in these tables
Target sequence (Q6W5P4 whole entry, looked up): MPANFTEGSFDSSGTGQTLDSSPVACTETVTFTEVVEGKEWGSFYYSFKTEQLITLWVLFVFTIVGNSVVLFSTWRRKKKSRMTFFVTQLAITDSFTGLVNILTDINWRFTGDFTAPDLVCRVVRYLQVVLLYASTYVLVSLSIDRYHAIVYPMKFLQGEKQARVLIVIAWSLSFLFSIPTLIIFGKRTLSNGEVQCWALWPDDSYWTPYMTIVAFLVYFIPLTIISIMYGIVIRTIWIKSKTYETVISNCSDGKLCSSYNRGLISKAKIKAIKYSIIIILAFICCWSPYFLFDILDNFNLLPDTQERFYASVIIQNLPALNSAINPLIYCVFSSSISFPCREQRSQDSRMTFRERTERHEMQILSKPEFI
aGlu spleen mod: inhibitors or activators of human alpha-glucosidase in spleen homogenate | P10253 | human spleen homogenate, 4-MU-alpha-glucoside fluorescence | Potency, µM (highest dose often 79.9 µM), for the others: top-dose activity change, negative = inhibition, hits mostly inhibitors | 240,000 tested, 0.006% active | AID 2112;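 note: 0% = enzyme with vehicle and -100% = no enzyme basal signal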
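Enzyme source: human spleen homogenate, 1 ug/well. Buffer 50 mM citric acid/K phosphate pH 5.0, 0.01% Tween-20. 4-MU-alpha-glucoside 1 mM; 37 C x 40 min; NaOH/glycine stop; fluorescence.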
GAA glycogen: GAA glycogen-cleavage inhibition or activation; P10253; recombinant GAA, glycogen substrate, Amplex Red glucose oxidase fluorescence; Potency, µM (highest dose often 76.4 µM), for inactives: at the top dose activity change, negative = inhibition, actives largely listed as inhibitors; 300,000 tested, 0.38% active; AID 2100;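 note: 0% = full enzyme reaction and -100% = no-enzyme basal signal; the screen sought inhibitors and activators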
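Recombinant human alpha-glucosidase (4 nM final) hydrolysed bovine liver glycogen (30 ug) for 40 min at 37 C in pH 5.0 citrate/phosphate with 0.01% Tween-20. Released glucose detected by glucose oxidase/Amplex Red, Ex 573/Em 610 nm. Compounds up to 77 uM; AC50 from Hill fits.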
The depositor's hits bear a star; ? = inconclusive; · = no result given; & = joins results of further samples; [ ] = remark or other dose. Unless noted, calls come from the whole dose curve; as a rule, active = well fitted curve in the direction sought with a large enough effect; inconclusive = small, poorly fitted or top-dose-only effect, or another doubt; inactive = no such curve, though single readings can be large; an effect the other way counts as inactive or inconclusive. Potency is the fitted concentration of half-maximal effect. Some of the compounds tested; the hit share may differ from the screen's.

SMILES | GLA spleen mod | Epigenetic reg | GAA inhib | ALDH1A1 block | Tau fluor counter | NPSR antagonist | aGlu spleen mod | GAA glycogen
C/C(Cl)=C/Cn1c(SCC(C)C)nc2c1c(=O)[nH]c(=O)n2C | -2% | -3.2% | 1% | ? | -3% | -8%[46.1 µM] | -6% | 9%
COCc1cc(C)nc(Nc2ccc(C)c(C)c2)c1C#N | 2% | 1.0% | -15% | 28µM* | ? | 11%[46.1 µM] | 3% | 0%
CNc1oc(-c2ccccc2Cl)nc1C#N | 1% | -2.8% | -2% | ? | -15% | -8%[7.67 µM] | -10% | -7%
Cn1nc(CC(=O)NC2CCCCCCCCCCC2)c2ccccc2c1=O | -1% | 14% | 6% | -8% | -4% | -10%[46.1 µM] | 2% | 5%
CCN1C(=O)C(F)(CC)C(=O)c2ccccc21 (configuration not stated) | -2% | -1.8% | 1% | 6% | -5% | 14%[46.1 µM] | -3% | -6%
CCNc1nc(N2CCCC2)nc(N2CCCC2)n1 | -5% | -1.1% | 15% | 7% | 11% | -18% | -1% | 8%
CCCCNS(=O)(=O)c1ccc(OC)c(Cl)c1Cl | -2% | -1.2% | -3% | ? | -6% | -13%[46.1 µM] | -5% | 0%
Cc1cc(C)n2nc(SCC(=O)Nc3ccccc3)nc2n1 | -3% | -0.9%&-1.0% | ? | 1% | 2%&1% | 17% | -4% | -1%
O=C(NCC(c1cccnc1)N1CCN(c2ccc(F)cc2)CC1)c1ccc2c(c1)OCO2 (configuration not stated) | -4% | -4.3% | -1% | -13% | -16% | -21%[46.1 µM] | 0% | 8%
O=C(C1CC1)N1CCN=C1SCc1ccc(Cl)cc1 | 1% | -0.2% | -3% | 14% | -14% | -15%[46.1 µM] | -5% | -21%
CC(C)OCCCNC(=O)CCN1C(=O)COc2ccccc21 | 5% | -1.1% | 2% | -6% | 2% | -3%[46.1 µM] | 1% | 7%
CCOc1ccc(NC(=O)c2ccc3snnc3c2)cc1 | 25% | -2.1%&-0.8% | -1% | 1% | -21%&-12% | -8%[46.1 µM] | 0% | 13%[76.3 µM]
CCN(CC)S(=O)(=O)c1ccc(Cl)c(C(=O)Oc2cccnc2)c1 | -5% | -1.7% | 1% | 14µM* | -5% | -10%[46.1 µM] | 0% | 6%
COc1ccc(C2CC(c3ccc(OC)cc3)n3nc(NC(=O)c4ccco4)nc3N2)cc1 (configuration not stated) | 1% | 2.0% | -5% | -4% | -2% | 5%[46.1 µM] | -4% | -1%
Cc1cccc(Cn2c(SCCO)nc3c2c(=O)n(C)c(=O)n3C)c1 | -1% | 0.0% | ? | ? | 0% | -9%[46.1 µM] | 0% | 7%
O=C1NC(=O)C(CC(=O)N(Cc2ccco2)C2(C(=O)NC3CCCCC3)CCCCC2)N1 (configuration not stated) | -4% | 1.8% | -6% | 6% | 2% | -2%[46.1 µM] | -10% | 2%
COc1ccc(OC)c(-n2c(-c3cccc(S(=O)(=O)N(C)C)c3)n[nH]c2=S)c1 | 3% | -0.2% | 5% | ? | -5% | -25% | 3% | -2%
Cc1ccc(N/N=C2\CS(=O)(=O)N(C)c3ccsc32)cc1 | -1% | -2.8% | 1% | -3% | -7% | -3% | 11% | ?
COC(=O)c1ccc(COc2ccc(-c3nn[nH]n3)cc2)cc1 | -5% | -1.0% | -1% | -4% | -9% | -2%[46.1 µM] | 4% | 2%
CC(C)=CCC/C(C)=C/CO/N=C1/C[C@@H](O)[C@@H](O)[C@@H]2[C@@H]3C(=O)N(c4cccc(Oc5ccccc5)c4)C(=O)[C@H]3CC[C@@H]12 | 0%[17.5 µM] | 1.1%[10.1 µM] | · | -4%[13.5 µM] | -4%[11.6 µM] | · | 5%[17.4 µM] | ·
FC(F)(F)c1cnc2c(c1)Nc1ccccc1S2 | 5% | 1.7% | 8% | 3% | -22% | 5%[46.1 µM] | 2% | ?
Cn1ncc2c(NCc3ccccc3)ncnc21 | 2%&4% | -0.9%&-1.0% | 0% | -4% | 2%&-4% | 3%[46.1 µM] | -2%&0% | -12%&7%
O=C(c1cccs1)N(c1ccc(Cl)cc1)C1C=CS(=O)(=O)C1 (configuration not stated) | 3% | 0.3% | 5% | 1% | -3% | -1% | 3% | 1%
COc1ccccc1NC(=O)c1ccccc1-c1nc(-c2ccccc2OC)no1 | -4% | 1.4% | -10% | -6% | -27% | -19%[46.1 µM] | -2% | -10%
CCCC(C)C(=O)NCc1ccc2c(c1)OCO2 (configuration not stated) | 6% | 0.1% | -9% | 8% | -8% | 4%[46.1 µM] | 0% | 6%
CCn1c(/C=C2\C(=O)Nc3ccccc32)nc2ccccc2c1=O | 4% | 0.0% | 3% | 0% | 5% | 5% | -3% | 9%
COc1cc(CNc2ccc(CNc3ncn[nH]3)cc2)ccc1OCC(=O)NC(C)(C)C | -7% | -1.0% | 6% | -7% | -16% | 5% | -5% | -13%
O=C(NCC1CCCO1)c1ccc(NS(=O)(=O)c2cccs2)cc1 (configuration not stated) | 0% | 1.1% | ? | ? | -22% | -15% | -3% | 4%
COc1cc(N/N=C/c2ccc(N(C)C)cc2)ncn1 | -6% | 0.9% | ? | ? | ? | -1% | 2% | -27%
O=C(NC(=S)NCCc1ccccc1)c1ccccc1 | -3% | 2.9% | -8% | 16µM* | -19% | -16%[46.1 µM] | -2% | -7%
COC(=O)NNC(=O)COc1ccc(Br)c(C)c1 | 0% | 0.0% | -3% | -4% | -9% | 2%[46.1 µM] | 2% | 5%
O=C1CCCC=C1[C@H](CCc1ccccc1)OC(=O)c1ccc(Br)cc1 | 5%[17.5 µM] | 1.1%[10.1 µM] | · | 13%[13.5 µM] | -7%[11.6 µM] | · | -2%[17.4 µM] | ·
COc1ccc(C(=O)N2CCCC(c3nc(-c4ccc(OC)c(OC)c4)no3)C2)c(OC)c1 (configuration not stated) | -9% | -1.0% | -21% | -3% | -18% | -13%[46.1 µM] | -8% | 3%
CC1=C(C(=O)OCc2ccc3c(c2)OCO3)C(c2ccc(F)cc2)NC(=O)N1 (configuration not stated) | -10% | 0.2% | -4% | -5% | -17% | -10%[46.1 µM] | -6% | 0%
C[n+]1cccc(C(=O)[O-])c1 | 10% | -1.2% | · | -1% | -1% | · | 8% | ·
COc1cccc(C(=O)COc2ccccc2-c2ccccc2)c1 | 7% | -2.5% | -3% | -3% | -8% | -15% | 3% | -4%
COC(=O)c1ccc(NC(=S)Nc2ccccn2)cc1 | -10% | 0.0% | 4% | -10% | -6% | -16% | -2% | -3%
COc1ccc(/C=N/Nc2nc(-c3cccnc3)nc3ccccc23)cc1OC | 18% | -2.6% | · | · | ? | -7% | -8% | ?
COc1ccccc1-c1c(NC(=O)C(C)C)n(C)c2ccccc2c1=O | 1% | -0.3% | · | · | -2% | -2%[7.67 µM] | 4% | 3%
CCOC(=O)c1c(-c2ccccc2)csc1NC(=O)c1cccc(N2C(=O)CCC2=O)c1 | 1% | -1.1% | ? | 125%[activator] | -23% | -14%[46.1 µM] | -8% | -4%
Cc1ccc(C2=NN(CC(=O)NCc3ccccn3)C(=O)CC2)cc1 | 4% | 0.0% | -3% | 2% | 5% | 6%[46.1 µM] | 5% | -2%
Nc1ccccc1C(=O)N=Nc1[nH]c(N)c2ccccc12 | 9% | 1.0% | 2% | 5% | 0% | -10% | -14% | -3%
Cc1cccc(NC(=O)CN2C(=O)S/C(=C\c3ccc(O)c([N+](=O)[O-])c3)C2=O)c1 | -4% | 1.2% | 2% | ? | ? | -34% | -10% | 0%
CCOC(=O)c1sc(=S)n(C)c1NC(=O)c1ccccc1C | 5% | 1.1% | ? | 10µM* | -19% | -4%[46.1 µM] | -1% | 12%
CCn1nc(C)cc1C(=O)Sc1cccc(Br)c1 | -3% | ? | 4%[15.4 µM] | ? | -17% | ? | -5% | 3%
Cc1c(S(=O)(=O)O)oc2c1C(=O)C(=O)c1c-2ccc2c1CCCC2(C)C | -28% | -1.1% | · | ? | 1% | · | -10% | ·
NC(=O)c1ccc(NC(=O)CCC(=O)N2CCN(S(=O)(=O)c3ccc(Cl)cc3)CC2)cc1 | 7% | -0.2% | · | · | -11% | -11% | -16% | -3%
N#CC1=C2SCN(Cc3ccco3)CN2C(=O)CC1c1c(F)cccc1Cl (configuration not stated) | -5% | -0.2% | -7% | 8.9µM* | -29% | -9%[46.1 µM] | -3% | -5%

Compound profiles, from the list above. Order of screens: GLA spleen mod	Epigenetic reg	GAA inhib	ALDH1A1 block	Tau fluor counter	NPSR antagonist	aGlu spleen mod	GAA glycogen
COC(=O)c1ccc(NC(=S)Nc2ccccn2)cc1 is listed as -10%	0.0%	4%	-10%	-6%	-16%	-2%	-3%
O=C(C1CC1)N1CCN=C1SCc1ccc(Cl)cc1 is listed as 1%	-0.2%	-3%	14%	-14%	-15%[46.1 µM]	-5%	-21%

(list continues)
SMILES | GLA spleen mod | Epigenetic reg | GAA inhib | ALDH1A1 block | Tau fluor counter | NPSR antagonist | aGlu spleen mod | GAA glycogen
CC(=O)Nc1cc(N=Cc2ccc(O)cc2O)c(Cl)cc1Cl | -5% | -1.9% | -2% | -3% | -6% | -2% | -9% | 4%
COc1cc(/C=N\NC(=O)CNC(=O)C2COc3ccccc3O2)ccc1O (configuration not stated) | -5% | 9.1% | 1% | 6% | -1% | 6% | -3% | -20%
O=C1[C@@H]2[C@H](C(=O)N1Cc1cccnc1)[C@H]1C=C[C@@H]2C1 | -6% | -4.6% | 0% | 2% | -3% | -3%[46.1 µM] | 3% | 8%
CC(C)CC1c2[nH]c3ccccc3c2CCN1CCCn1cccn1 (configuration not stated) | 2% | -0.2% | · | -4% | -9% | 20% | -4% | 11%
CC(C)CC(N)C(=O)NC(C)C(=O)O (configuration not stated) | 5% | -2.1% | · | 4% | -1% | · | 0% | ·
CCOC(=O)C1CCN(C(=O)c2ccc(CNS(=O)(=O)c3ccc(C)cc3)cc2)CC1 | 7% | -0.3% | -5% | 0% | -5% | -20% | 2% | 3%
CCc1ccc2c(CSc3nnnn3C)cc(=O)oc2c1 | ? | 1.1% | · | · | 4% | -2%[7.67 µM] | 3% | 4%
CC1=NN(C(N)=S)C(=O)C1N=Nc1cccc(C)c1 (configuration not stated) | 2% | 0.0% | · | · | -13% | -2% | 12% | -23%
O=C(O)CSc1nnc(CNc2ccccc2Cl)n1-c1ccccc1 | -6% | 0.0% | 0% | -4% | -5% | -11%[46.1 µM] | -2% | 5%
